SKKanGAS inh = SKKanGAS growth inhibition | S. pyogenes SKKanGAS, kanamycin growth, BacTiter-Glo, 6 h | AID 1662 | hit rate 1.3% among 300,000 | inhibition, % at 7.5 µM;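 active = mean replicate score, as percent of positive control median, at least 50; inconclusive = mean below 50 but one replicate at or above 50; inactive = mean and every replicate below 50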;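 also: strain carries kanamycin resistance gene driven by streptokinase promoter and grows in 40 µg/ml kanamycin; loss of luminescence reflects streptokinase promoter inhibition or plain growth inhibition; 0% = median of DMSO wells and 100% = positive control at its reference dose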
TMEM16A act = mouse TMEM16A channel activation, primary screen. HEK293 TMEM16A/YFP-H148Q/I152L, iodide quench fluorescence; active compounds read low. B-score at 10 µM. hit rate 0.3% among 340,000;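 active = fluorescence-ratio B-score plate-corrected deviation score at least 3 library SD below zero, with starting fluorescence score within 5 deviations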;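 also: channel opened by trigger with iodide after compound preincubation; score built on the fluorescence ratio of max minus min over baseline; more negative score means more quench and so TMEM16A activation or potentiation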
hERG protect = shields human hERG channel from block by proarrhythmic agents. AID 1511. activation (rescue from dofetilide block), less the hit threshold, % at 10 µM. CHO-hERG, FluxOR thallium flux, dofetilide IC70 present. hit rate 0.51% among 310,000. Q12809;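 active = activation above the mean of controls blocked by dofetilide plus 5 SD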;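 also: thallium influx through hERG after potassium depolarization seen as dye fluorescence rise; in these data hits start at about 4.7%; inactives centre near -7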
HDAC3 inhib = human HDAC3 inhibition | O15379 | recombinant HDAC3, fluorogenic peptide/trypsin coupled, fluorescence | inhibition, % at 8.3 µM | hit rate 0.15% among 320,000 | AID 2718; in the data active = inhibition above about 26%, passing the limit was not always enough; inconclusive = no clear call, values can overlap the other calls
Target sequence (O15379 whole entry, looked up): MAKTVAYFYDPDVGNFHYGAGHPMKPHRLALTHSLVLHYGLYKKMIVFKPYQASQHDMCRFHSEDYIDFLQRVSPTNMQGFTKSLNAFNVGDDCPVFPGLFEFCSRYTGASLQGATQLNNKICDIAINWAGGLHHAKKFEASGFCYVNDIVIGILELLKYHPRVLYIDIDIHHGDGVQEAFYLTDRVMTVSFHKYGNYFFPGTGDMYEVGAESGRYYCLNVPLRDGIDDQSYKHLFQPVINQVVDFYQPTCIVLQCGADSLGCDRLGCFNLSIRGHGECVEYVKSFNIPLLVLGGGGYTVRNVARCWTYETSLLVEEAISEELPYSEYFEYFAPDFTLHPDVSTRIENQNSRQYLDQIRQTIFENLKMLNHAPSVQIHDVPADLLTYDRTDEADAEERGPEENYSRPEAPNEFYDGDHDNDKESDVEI
KCNQ1 pot = potentiators or activators of human KCNQ1 potassium channel; hit rate 0.35% among 310,000; B-score at 10 µM; CHO-K1 KCNQ1, thallium flux FluxOR fluorescence; active compounds read high;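 active = fluorescence ratio B-score, a plate-corrected score, at least three library SD, with initial intensity B-score within 5 SD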
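assay system = CHO-K1 cells stably expressing KCNQ1 | medium = assay buffer, equal DMSO in all wells | timing = 37 °C overnight plating, 90-min dark dye load, 20-min compound pretreatment | measured by = kinetic FluxOR thallium fluorescence, 10-s 1-Hz baseline, 110-s post-stimulus read | measure = fluorescence change relative to baseline, converted to B score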
RGS4 pot = potentiators or activators of RGS4. hit rate 0.92% among 310,000. B-score at 10 µM. HEK293 M3R/inducible RGS4, carbachol calcium flux Fluo4; active compounds read low;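 active = B-score of the integrated calcium signal more than 4 SD below the library mean, with starting fluorescence not abnormally high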;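 also: negative B-score means reduced calcium response which marks RGS4 activation or potentiation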
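Detection: kinetic calcium fluorescence imaging with Fluo4-AM dye, 2 µM / Material: HEK293 cells with stable M3R and inducible RGS4 / Schedule: recording 10 s baseline at 1 Hz, 100 s post-agonist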
RGS4 inh = human RGS4 inhibition. B-score at 10 µM. hit rate 0.45% among 310,000. P49798. AID 463165. HEK293 M3R/RGS4 inducible, Fluo-4 calcium flux; active compounds read high; triggered by carbachol at its EC20;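 active = B-score, a plate-corrected calcium signal, over three deviations above library mean, with baseline fluorescence within five deviations of library mean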;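 also: RGS4 expression induced by doxycycline in cells with stable M3 receptor; B-score is computed from the integrated fluorescence ratio over baseline after carbachol; higher B-score means a larger calcium signal and so more RGS4 inhibition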
Target sequence (P49798 whole entry, looked up): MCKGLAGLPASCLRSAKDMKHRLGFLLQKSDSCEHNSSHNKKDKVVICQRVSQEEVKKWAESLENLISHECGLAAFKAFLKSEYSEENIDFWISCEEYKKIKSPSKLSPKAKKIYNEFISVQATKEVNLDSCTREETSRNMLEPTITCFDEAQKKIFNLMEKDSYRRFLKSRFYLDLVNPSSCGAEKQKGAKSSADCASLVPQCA
KCNK3 block = human KCNK3 channel inhibition, primary screen | O14649 | CHO-KCNK3 thallium flux, FluxOR fluorescence; active compounds read low | B-score at 10 µM | hit rate 0.84% among 340,000 | AID 602410;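 active = B-score under library mean minus 4 SD, starting fluorescence ratio at most library mean plus 5 SD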;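 also: more negative B-score means stronger inhibition of thallium flux through KCNK3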
Target sequence (O14649 whole entry, looked up): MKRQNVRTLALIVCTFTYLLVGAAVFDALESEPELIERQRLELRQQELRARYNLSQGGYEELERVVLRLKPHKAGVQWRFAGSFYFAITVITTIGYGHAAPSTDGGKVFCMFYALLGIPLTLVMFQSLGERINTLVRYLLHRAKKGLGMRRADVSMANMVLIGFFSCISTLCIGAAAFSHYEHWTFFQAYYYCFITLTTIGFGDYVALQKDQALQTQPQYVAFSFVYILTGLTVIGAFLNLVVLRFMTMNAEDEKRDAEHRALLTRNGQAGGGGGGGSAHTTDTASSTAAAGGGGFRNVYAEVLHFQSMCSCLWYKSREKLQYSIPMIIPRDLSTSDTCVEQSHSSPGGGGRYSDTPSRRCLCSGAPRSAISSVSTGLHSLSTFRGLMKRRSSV
ANO1 block = blocks the mouse calcium-activated chloride channel TMEM16A; Q8BHY3; HEK293 TMEM16A/YFP iodide influx fluorescence, ionomycin; normalized B-score (activity score, 25-100; higher = stronger inhibition) at 10 µM; hit rate 1.2% among 310,000; AID 588511;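 active = ratio plate-corrected score three or more library SD toward inhibition, starting fluorescence score within five deviations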;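 also: score derived from kinetic fluorescence span divided by baseline fluorescence per well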
KCNQ1 inh = inhibitors of human KCNQ1 potassium channel; CHO-K1 KCNQ1, FluxOR thallium flux fluorescence; active compounds read high; B-score at 10 µM; hit rate 1.3% among 310,000; AID 2642;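 active = compounds whose thallium flux B-score, printed positive for inhibition, exceeds three library SD while starting fluorescence stays within three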;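 also: channel opened by potassium depolarization with thallium stimulus after 20 min compound exposure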
KCNK9 inh = blocks the human KCNK9 two-pore domain potassium channel. Q9NPC2. HEK293 KCNK9, FluxOR thallium flux fluorescence; active compounds read low. B-score at 10 µM. hit rate 1.2% among 310,000. AID 488922;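 active = ratio B-score over 3 SD below the library mean, with starting fluorescence within 5 SD of its mean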;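 also: negative B-score means less thallium flux so channel inhibition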
* marks the source's active call; other numbers are inactive results; i = inactive; ? = inconclusive; . = not tested or not shown. The order is random (roughly 6.3% active in at least one column).

smiles	SKKanGAS inh	TMEM16A act	hERG protect	HDAC3 inhib	KCNQ1 pot	RGS4 pot	RGS4 inh	KCNK3 block	ANO1 block	KCNQ1 inh	KCNK9 inh
Cn1nc(C(=O)Nc2cccc(S(N)(=O)=O)c2)c2ccccc2c1=O	0	i	-12	3	i	i	i	i	i	i	i
Cn1nc(C(=O)OCc2ccccc2F)c2ccccc2c1=O	8	i	-5	3	i	i	i	i	i	i	i
COc1cccc(NC(=O)CCN2C(=O)c3ccccc3S2(=O)=O)c1	3	i	-4	-2	i	i	i	i	i	i	i
COc1cccc(OC)c1C(=O)NC(=S)NNC(=O)[C@H]1C[C@@H]1c1ccccc1	79*	i	-12	1	i	i	i	i	i	i	i
CC(C)(C)C1CCC(=O)N(CCC#N)CC1 (stereo not drawn)	11	i	-4	-3	i	i	i	i	i	i	i
COc1ccc(N2CCN(C(=O)CCNC(=O)Cn3ccc4ccccc4c3=O)CC2)cc1	-14	i	-11	1	i	i	i	i	i	i	i
CCC(C)NCCOCCSc1ccc(Cl)cc1 (stereo not drawn)	2	i	-12	-1	i	i	i	i	i	i	i
Clc1ccc(C2CC(c3cccs3)n3ncnc3N2)cc1Cl (stereo not drawn)	-1	i	-9	8	i	i	i	i	i	i	i
Cc1cccc(NC(=S)N2CCC(NC(=O)c3ccco3)CC2)c1	-2	i	-2	1	i	i	i	i	i	i	i
O=C(CN(C(=O)c1csnn1)c1ccc(F)c(Cl)c1)NC1CCCC1	-11	i	-6	-8	i	i	i	i	i	i	i
Cn1c(COc2ccc([N+](=O)[O-])cc2)nnc1SCC(N)=O	-3	i	-12	5	i	i	i	i	i	i	i
CCOC(=O)c1c(N)c(C#N)c2n1CCCC2	-3	i	-6	-4	i	i	i	i	i	i	i
COc1ccc(NC(=O)CN2CCC3(O)CCCCC3C2c2cc(OC)ccc2OC)cc1 (stereo not drawn)	1	i	-2	5	i	i	i	i	i	i	i
CCOc1ccccc1N1CCN(C(=O)c2cc3c(C)cc(C)cc3[nH]2)CC1	29	i	-6	12	i	i	i	i	i	i	-8.3*
O=C(NC1CCCCC1)NC1CC2CCC(C1)N2C(=S)NCc1ccco1 (stereo not drawn)	-1	i	0	0	i	i	i	i	i	i	i
Cc1cc(NC(=O)Nc2ccccc2Cl)no1	-4	i	-1	-1	i	i	i	i	i	i	i
COc1ccc(NS(=O)(=O)c2csc(C(=O)N3CCCC3)c2)cc1	-2	i	-8	0	i	i	i	i	i	i	i
CC(C)(C)c1ccc(OCCCN2CCCC2)cc1	7	i	-12	-5	i	i	i	i	i	i	i
Cc1nn(-c2ccc3nnc(Br)n3n2)c(C)c1Br	3	.	-3	.	i	i	i	.	.	i	i
CCOc1cc(C(=O)N2CCN(c3ccccn3)CC2)cc(OCC)c1OCC	3	i	-4	-4	i	i	i	i	i	i	i
O=C([C@H](Cc1ccccc1)N1C(=O)c2ccccc2C1=O)N1CCOCC1	0	i	-4	2	i	i	i	i	i	i	i
CC1=NNC(=O)C1CCC(=O)N/N=C/c1ccc(C)cc1 (stereo not drawn)	-15	.	-11	.	i	i	i	.	i	i	i
O=C(Nc1cccc(C(F)(F)F)c1)c1cc2ncc(Br)cn2n1	-8	i	-8	0	i	i	i	i	i	i	i
CCn1c(SC(C)C)nnc1C1CCN(S(=O)(=O)c2ccc(OC)cc2)CC1	-3	i	-8	5	i	i	i	i	i	i	i
O=C1C2C3c4ccccc4C(c4ccccc43)[C@@H]2C(=O)N1c1nc(-c2ccccc2)cs1 (stereo partly drawn)	16	i	-9	10	i	i	i	i	i	i	i
CC(=O)Nc1cccc(C(=O)N/N=C/c2c[nH]c3ccccc23)c1	-7	i	-1	-5	i	i	i	i	i	i	i
COC(=O)/C(C#N)=C/c1cc(C)sc1C	-2	i	-3	1	i	i	i	i	i	i	i
O=C(NC(=S)Nc1ccccc1Br)C1CCC1	2	i	-6	1	i	i	i	i	i	i	i
c1ccc(OCCOc2ncnc3ccccc23)cc1	-2	i	-11	5	i	i	i	i	i	i	i
N=c1sccn1CC(=O)Nc1cccc(S(=O)(=O)N2CCCCCC2)c1	-6	i	-29	2	i	i	i	i	i	i	i
CC(=O)Nc1ccc(NC(=O)c2c([N+](=O)[O-])c(C(C)(C)C)nn2C)cc1	5	i	-11	-2	i	i	i	i	i	i	i
Cc1ccc(C(C)NC(=O)/C(C#N)=C\c2c(C)[nH]c3ccccc23)cc1 (stereo not drawn)	4	i	-9	16	i	i	i	i	i	i	i
COc1ccc(/C=C/C(=O)c2ccccc2O)cc1	8	i	-7	-4	i	i	i	i	i	i	i
CCOc1ccc(C(c2nnnn2Cc2ccccc2)N2CCN(C(=O)c3ccco3)CC2)cc1 (stereo not drawn)	-6	i	-12	3	i	i	i	i	i	i	i
CC(C)C[C@H](NC(=O)c1[nH]cnc1C(=O)Nc1ccccc1)C(=O)OC(C)(C)C	63*	i	-11	?	i	i	i	i	i	i	i
COc1ccc(O)c(/C=N/N=C/c2cccc([N+](=O)[O-])c2)c1	1	i	-7	-2	i	i	i	i	i	i	i
Cc1ccc(C(=O)ONc2ccc(N=O)cc2)cc1	-4	i	-3	1	i	i	i	i	i	i	i
COC(=O)c1ccc(C(=O)OC)c(NC(=S)N2CCN(c3ccccn3)CC2)c1	8	i	-9	0	i	i	i	i	i	i	i
CCN(CC)CCNC(=O)c1ccc(Sc2ccc(Cl)cc2)c(NC(C)=O)c1	-4	i	-5	-10	i	i	i	i	i	i	i
N/C(CN1CCCC1=O)=N\OC(=O)c1ccc(Cl)cc1	-10	i	-6	-8	i	i	i	i	i	i	i
O=C(Cc1ccc([N+](=O)[O-])cc1)c1c(O)cc(O)cc1O	-4	i	-14	9	i	i	i	i	i	i	i
CCCn1nnc(NC(=O)/C=C/c2ccco2)n1	-1	i	-9	3	i	i	i	i	i	i	i
Cc1ccc(Cc2cnc(NC(=O)/C(C#N)=C/c3ccc(-c4cccc([N+](=O)[O-])c4)o3)s2)cc1	3	i	-4	5	i	i	i	i	i	i	i
COc1ccc(C2=NN(C(=O)CCC(=O)O)C(c3ccc(OC)cc3)C2)cc1 (stereo not drawn)	4	i	-6	-2	i	i	i	i	i	i	i
Cc1ccccc1CS(=O)(=O)CCC(=O)NCCN1CCN(c2cccc(Cl)c2)CC1	1	i	-9	1	i	i	i	i	i	i	i
COc1ccc(N2CC(C(=O)Nc3cc(C)on3)CC2=O)cc1 (stereo not drawn)	-6	i	-8	8	i	i	i	i	i	i	i
Oc1ccc(C[C@H]2CNCCN2CCc2cc(C(F)(F)F)cc(C(F)(F)F)c2)cc1	13	i	-10	5	i	i	i	i	i	i	i
COc1ccccc1C(O)(C(=O)NN(C)c1ccccc1)c1ccccc1OC	-6	i	-8	4	i	i	i	i	i	i	i
COC(=O)c1ccc(Cn2cnc3c(cnn3-c3ccc(Cl)cc3)c2=O)o1	-5	i	1	-2	i	i	i	i	i	i	i
Oc1ccc(/C=N/N2CCN(c3ccccn3)CC2)cc1	-5	i	-12	.	i	i	i	i	i	i	i

Remaining list, next part:
smiles	SKKanGAS inh	TMEM16A act	hERG protect	HDAC3 inhib	KCNQ1 pot	RGS4 pot	RGS4 inh	KCNK3 block	ANO1 block	KCNQ1 inh	KCNK9 inh
Cc1nn(-c2cc(N3CCOCC3)ccc2N)c(=O)c2ccccc12	3	i	-8	1	i	i	i	i	i	i	i
CN(C)C(=O)CSc1nnc2sc3ccccc3n12	-3	i	-6	4	i	i	i	i	i	i	i
O=C(C1CC1)N1CCc2cc(S(=O)(=O)NCCCN3CCCCC3)ccc21	-9	i	-7	1	i	i	i	i	i	i	i
O=C(Nc1ccc(S(=O)(=O)NC2CCCCC2)cc1)c1ccc(Br)o1	5	i	-4	1	i	i	i	i	i	i	i
O=C(NC(=S)Nc1ccc2[nH]c(=O)[nH]c2c1)c1ccccc1[N+](=O)[O-]	-2	i	-9	-1	i	i	i	i	i	i	i
COc1ccc2[nH]cc(CCNC(=O)C3CCCO3)c2c1 (stereo not drawn)	-8	i	-6	?	i	i	i	i	i	i	i
CCOc1ccc(C2(C)CC(=O)N(C)C2=O)cc1 (stereo not drawn)	11	i	2	-9	i	i	i	i	i	i	i
COc1ccc(CNc2nc3ccccc3n2Cc2ccc(C)cc2)cc1OC	-8	i	-15	2	i	i	i	i	i	i	-8.5*
Cc1cc(C)c(C)c(OCCNCc2ccccc2)c1	0	i	-6	-11	i	i	i	i	i	i	i
COCCCNc1nc2c(-c3cccc(C(F)(F)F)c3)nnn2c2ccccc12	-4	i	-5	-7	i	i	i	i	i	i	i
CC1COC2C(O1)N(S(C)(=O)=O)CCN2S(C)(=O)=O (stereo not drawn)	-10	i	-6	-8	i	i	i	i	i	i	i
COc1ccccc1N1CCN(C2CC(=O)N(c3cccc(Br)c3)C2=O)CC1 (stereo not drawn)	2	i	-2	-10	i	i	i	i	i	i	i
Cn1c2ccccc2c2ncn(Cc3ccco3)c(=O)c21	-3	i	-2	5	i	i	i	i	i	i	i
O=C(c1ccccc1)c1ccc(N2CCN(C(=O)c3cccc(F)c3F)CC2)c(F)c1	5	i	-7	2	i	i	i	i	i	i	i
O=C(N[C@@H](Cc1ccc(Br)cc1)C(=O)O)OCC1c2ccccc2-c2ccccc21	17	i	-5	2	i	i	i	i	i	i	i
C/C(N)=C(/C#N)C(=O)CSc1nnc(Nc2cccc(C)c2C)s1	-6	i	-20	2	i	i	i	i	i	i	i
CCN1CCN(C(=O)CS(=O)(=O)Cc2nc(-c3cccc(OC)c3)oc2C)CC1	-3	i	-9	8	i	i	i	i	i	i	i
Cc1ccc(NC(=O)CN(C)C(=O)c2ccc(Cl)c([N+](=O)[O-])c2)cc1	-16	i	-7	0	i	i	i	i	i	i	i
CCS(=O)(=O)/N=C(\N)c1ccccc1	-5	i	-3	7	i	i	i	i	i	i	i
C=CCn1c(SCC(=O)Nc2ccc(C(=O)OCC)cc2)nnc1-c1cccs1	1	i	-8	-4	i	i	i	i	i	i	i
CCN(CC)CC#CC(O)(c1ccccc1)c1ccccc1	0	i	2	-4	i	-13*	i	i	i	i	i

Screening results deposited in PubChem by several laboratories.
